High-throughput results from PubChem BioAssay.
GALK inhibitor – inhibitors of human galactokinase. 270,000 compounds, 0.007% hits. P51570. Potency, µM (titrated, usually from 57.5 µM), for inactives: top-dose activity change, negative = inhibition, most hits filed as inhibitors. Purified GALK, Kinase-Glo residual ATP luminescence; further: potency means the concentration at half of the fitted maximal effect
Target sequence (P51570 whole entry, looked up): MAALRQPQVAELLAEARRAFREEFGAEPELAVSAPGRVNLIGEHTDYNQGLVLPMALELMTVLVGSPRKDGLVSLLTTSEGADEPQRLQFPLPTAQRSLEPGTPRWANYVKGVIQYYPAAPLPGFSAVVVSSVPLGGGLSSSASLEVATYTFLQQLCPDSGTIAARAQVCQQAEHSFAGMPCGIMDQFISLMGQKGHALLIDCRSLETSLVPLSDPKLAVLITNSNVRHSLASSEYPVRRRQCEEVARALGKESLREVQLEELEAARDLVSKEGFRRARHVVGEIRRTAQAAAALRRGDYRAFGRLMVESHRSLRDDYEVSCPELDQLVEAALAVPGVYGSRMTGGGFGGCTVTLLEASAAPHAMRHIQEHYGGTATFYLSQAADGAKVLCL
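Compounds were pin-transferred into ATP buffer (35 uM final), then GALK plus galactose (5 nM, 100 uM final) was added. After 1 h at room temperature, Kinase-Glo Plus was added and luminescence read after 10 min.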
Giardia kill – kills Giardia lamblia | Giardia lamblia trophozoite viability | activity change, % at 7.66 µM, hits read low | 340,000 compounds, 0.15% hits; in the data active means activity change below about -80%; inconclusive means between about -30% and that limit;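 further: parasites exposed to compound for two days anaerobically before the ATP read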
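Killing of trophozoites was scored by loss of ATP luminescence after a 48 hrs anaerobic exposure to compounds at 37 deg C, using 100 cells per well.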
USP2a block – USP2a (human) protease inhibition | O75604 | USP2 core, Ub-CHOP2 coupled fluorogenic reporter, 485/531 | Potency, µM (series often up to 38.3 µM), without a hit: top-dose activity change, negative = inhibition, actives largely listed as inhibitors | 330,000 compounds, 0.01% hits;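 further: potency means the concentration at half of the fitted maximal effect; plate controls were DMSO wells for no effect and full inhibition by NEM control for full effect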
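Cell-free coupled assay: 10nM USP2 core preincubated 30min RT with compound in Tris-HCl pH 8.0/CaCl2/CHAPS buffer, then 25nM Ub-CHOP2 and 25nM reporter substrate; fluorescence (Ex 485/Em 531) read after 60min RT, normalized to NEM inhibition, concentration-response curves fitted.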
BCR signal inh – blocks chronic active B-cell receptor signaling | ABC-DLBCL IkBa-CBG/CBR reporter, luminescence ratio, 4 h | Potency, µM (titrated, usually from 46.1 µM), without a hit: at the top dose ratio change, negative = lower green/red ratio, most hits filed as inhibitors | 340,000 compounds, 0.05% hits; active means well fitted inhibition curve with a large enough effect in the signal ratio, with a control signal flat, not every such curve was filed as active; inconclusive means small, poorly fitted or top-dose-only effect, or effect the other way, or a change in a side signal; the % refers to the signal ratio;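 further: potency means the concentration at half of the fitted maximal effect; plate controls were basal doxycycline-induced cells for no effect and cells given 10 µM MG132 for full effect; MG132 reads +100%, hits lower the ratio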
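TMD8 human ABC-DLBCL cells with doxycycline-inducible IκBα–green luciferase fusion and unfused red luciferase, in 0.5% FBS medium; compounds up to 46 uM, 4 h at 37C. Green/red luminescence ratio, filter-overlap corrected, fitted to concentration-response curves.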
B2AR arrestin – recruits beta-arrestin to the human beta2-adrenergic receptor; P07550; beta-arrestin recruitment to beta2AR, cell-based reporter; Potency, µM (titrated, usually from 46.1 µM), for inactives: at the highest dose activation, usual class: activators; 330,000 compounds, 0.02% hits; AID 492947;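 further: potency means the concentration at half of the fitted maximal effect; 0% = DMSO controls and full agonism = EC100 isoproterenol or metaproterenol; nearly all actives have a fitted effect of over 65% in size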
Target sequence (P07550 whole entry, looked up): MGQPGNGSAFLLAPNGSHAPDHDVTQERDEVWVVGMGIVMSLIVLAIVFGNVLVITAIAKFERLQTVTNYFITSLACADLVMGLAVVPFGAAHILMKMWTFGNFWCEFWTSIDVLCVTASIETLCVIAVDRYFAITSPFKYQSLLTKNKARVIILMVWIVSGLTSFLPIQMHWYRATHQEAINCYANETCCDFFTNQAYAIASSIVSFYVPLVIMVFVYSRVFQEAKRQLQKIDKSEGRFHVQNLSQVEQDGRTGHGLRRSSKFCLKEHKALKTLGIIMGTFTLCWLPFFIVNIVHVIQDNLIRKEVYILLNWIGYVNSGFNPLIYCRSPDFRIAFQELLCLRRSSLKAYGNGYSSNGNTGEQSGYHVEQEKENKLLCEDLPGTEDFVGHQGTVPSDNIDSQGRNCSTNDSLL
PKM2 activator – increases activity of human pyruvate kinase M2; purified PKM2, Kinase-Glo ATP luminescence, activation; response scale: 0% is enzyme alone, no compound; Potency, µM (highest dose often 57.5 µM), without a hit: at the top dose activation, hits mostly activators; 260,000 compounds, 0.34% hits; P14618; further: potency means the concentration at half of the fitted maximal effect; nearly all actives have a fitted effect of over 55% in size
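Purified hPK-M2 (>95%) run at intermediate activity with 0.1 mM ADP and 0.5 mM PEP in 50 mM imidazole pH 7.2, KCl, MgCl2; 1 h room temperature. ATP formed read by Kinase-Glo luminescence; normalized to uninhibited and no-enzyme controls.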
KCNH2 3.1 block – inhibitors of human KCNH2 3.1 potassium channel isoform | U2OS KCNH2 3.1, thallium flux FluxOr; hits give low values | activity change, % (tested at about 1.8 µM) | 340,000 compounds, 0.95% hits;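 active means maximum activity change below -70%; inconclusive means maximum activity change from -70% to -50%; inactive means maximum activity change above -50%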;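 further: thallium influx rate constant from kinetic fluorescence after stimulation buffer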
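Steps: virus added to U2OS suspension (4 h, RT, dark); medium with 10% FBS added, cells plated, 37 C overnight; FluxOr/Red40 loading buffer 45 min RT; stimulation buffer, 2 min kinetic read; rate constant normalized.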
uPA surface inh – cell surface uPA generation inhibition; cell surface uPA generation assay, qHTS; Potency, µM (top dose mostly 38.3 µM), without a hit: at the highest dose activity change, negative = inhibition, actives largely listed as inhibitors; 330,000 compounds, 0.31% hits; AID 540303; active means well fitted inhibition curve with a large enough effect; inconclusive means small, poorly fitted or top-dose-only effect; inactive means no such curve, though single readings can be large or run the other way; tested in mouse RAW 264.7 cells; further: potency means the concentration at half of the fitted maximal effect; nearly all actives have a fitted effect of over 55% in size
Eya2 phos inh – blocks the phosphatase activity of human Eya2. recombinant Eya2, OMFP fluorescence dephosphorylation (OMFP is methylfluorescein phosphate). Potency, µM (top dose mostly 76.9 µM), without a hit: at the top dose activity, negative = inhibition, usual class: inhibitors. 330,000 compounds, 0.006% hits. AID 488837; further: potency means the concentration at half of the fitted maximal effect
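Eya2 protein (added as 0.2 uM solution) was preincubated with compound for 10 min at ambient temperature in 50 mM HEPES pH 7.5, 50 mM NaCl, 5 uM MgCl2, 0.05% BSA, 1 mM DTT. OMFP (added at 50 uM) then reacted 10 min; fluorescence read at 485/525 nm.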
FBPA coupling cs – counter-screen for Giardia aldolase inhibitors: coupling enzyme system. 290,000 compounds, 0.67% hits. activity change, negative = inhibition, % at 58.2 µM, hits read low. AID 2472. coupling enzyme system counterscreen, AmpLite Red fluorescence; in the data active means activity change below about -30%
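Counterscreen lacking aldolase: glyceraldehyde-3-phosphate coupling-enzyme reagent preincubated 10 min at RT with compound (at 57.5 uM final), then substrate/coupling system with AmpLite Red added; fluorescence read at 525/598 nm after 20 min RT.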
KCNH2 WT inh – blocks the wildtype human KCNH2 potassium channel | Q12809 | U2OS, BacMam KCNH2, thallium flux FluxOr; hits give low values | activity change, % at 1.84 µM | 340,000 compounds, 0.37% hits;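 active means maximum activity change below -70%; inconclusive means maximum activity change between -70% and -50%; inactive means maximum activity change above -50%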
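U2OS cells transduced with wild-type KCNH2 virus are loaded with FluxOr dye for 45 min, and thallium flux is measured in kinetic reads before and after stimulation buffer. Rate constants are normalized to DMSO controls.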
An asterisk follows results filed as active; ? = inconclusive; . = not tested or not shown; & = joins results of further samples; [ ] = dose if it differs, or a comment. Unless noted, the call rests on the fitted dose curve; in most records, active means well fitted curve in the direction sought with a large enough effect; inconclusive means small, poorly fitted or top-dose-only effect, or another doubt; inactive means no such curve, though single readings can be large; an effect the other way counts as inactive or inconclusive. Unless noted, on the % scale 0 is the no-effect control and ±100 the full control effect.

No.	structure	B2AR arrestin	Giardia kill	BCR signal inh	uPA surface inh	KCNH2 WT inh	USP2a block
1	CCC(C)N(C(=O)COC(=O)CSc1ccc(C)c(C)c1)C1CCS(=O)(=O)C1 (stereo not given)	-0.3%	-16	?	10%	1	-1%
2	COc1ccc(/C=N/NC(=O)Nc2cccc3nsnc23)c(OC)c1	0.1%	13	0%	8%	-4	2%
3	CCOCC(=O)Nc1ccc([N+](=O)[O-])cc1C	0.2%	-9	-1%	-4%	-9	0%
4	CCCCCN1C/C=C\C(c2ccc(OC)cc2)N(Cc2ccc(F)cc2)C(=O)C1 (stereo not given)	0.0%	22&11	4%	-1%	4	6%
5	O=C(CSc1nc(-c2ccc(F)cc2)cs1)NCCN1C(=O)CSC1=O	0.3%	5	1%	5%	0	7%
6	COc1cc2c(cc1OC)C(c1cc(C)ccc1C)CC(=O)N2 (stereo not given)	0.4%	1	?	23%	1	0%
7	COC(=O)c1c(C)[nH]c(C(=O)CN2CCOCC2)c1C	-0.5%	-13	1%	9%	-3	-1%
8	CS(=O)(=O)N(CC(N)=O)Cc1ccc(Cl)cc1	-0.1%	4	13%	-1%	-5	4%
9	Cc1csc(N/N=C/c2ccc([N+](=O)[O-])cc2)n1	5.1%	4	?	-2%	0	0%
10	COc1ccc(Nc2nc(NCCO)nc(OC)n2)cc1	-0.1%	2	-16%	-2%	4	10%
11	CCOC(=O)c1oc2ccccc2c1CN1CCCCC1	-0.5%	4	?	7%	-4	1%
12	CCOC(=O)c1c(C)nc(SC)c(C#N)c1-c1ccccc1	-0.6%	2	5%	-1%	-15	3%

No.	PKM2 activator	KCNH2 3.1 block	GALK inhibitor	FBPA coupling cs	Eya2 phos inh
1	.	-6	.	.	-2%
2	4%	-1	0%	2	6%
3	-2%	7	0%	0	2%
4	-1%	-8	-1%	2&3	-9%
5	10%	7	-2%	1	-12%
6	-4%[11.5 µM]	6	6%	1	-2%
7	-2%	18	-2%	4	21%
8	0%	6	-3%	-1	0%
9	2%	?	2%	-2	-16%
10	-9%	8	-3%	0	-3%
11	-3%	12	1%	0	0%
12	9%	-8	0%	23	7%

A few values from the results shown.
For GALK inhibitor, `Cc1csc(N/N=C/c2ccc([N+](=O)[O-])cc2)n1` reads 2%
For uPA surface inh, `CCOC(=O)c1c(C)nc(SC)c(C#N)c1-c1ccccc1` reads -1%
For Giardia kill, `CCC(C)N(C(=O)COC(=O)CSc1ccc(C)c(C)c1)C1CCS(=O)(=O)C1` (stereo not given) reads -16
For GALK inhibitor, `O=C(CSc1nc(-c2ccc(F)cc2)cs1)NCCN1C(=O)CSC1=O` reads -2%
For KCNH2 3.1 block, `COc1ccc(Nc2nc(NCCO)nc(OC)n2)cc1` reads 8
For BCR signal inh, `COc1ccc(/C=N/NC(=O)Nc2cccc3nsnc23)c(OC)c1` reads 0%

Going on with the list:
No.	structure	B2AR arrestin	Giardia kill	BCR signal inh	uPA surface inh	KCNH2 WT inh	USP2a block
13	NC(=O)CC(NC(=O)c1cccc(Br)c1)c1ccc(N2CCC(N3CCCCC3)CC2)c([N+](=O)[O-])c1 (stereo not given)	-1.0%	15	-27%	6%	-9	3%
14	COc1ccccc1NC(=O)CSc1ccc2nnc(-c3ccc(C)cc3)n2n1	5.1%	0	-8%	-1%	7	1%
15	CCOc1ccccc1NC(=O)COC(=O)CSc1ccc(Cl)cc1	-4.2%	16	5%	4%	-2	-1%
16	COc1cccc(NC2=C(Cl)C(=O)OC2OC(=O)c2ccco2)c1 (stereo not given)	0.5%	-5	?	0%	-1	5%
17	CCC1(C)COC2(OC1)C(=O)Nc1ccccc12 (stereo not given)	-0.3%	13	-1%	6%	0	0%
18	O=C(NCC1CCN(Cc2ccc(F)cc2)CC1)C1CCCN(c2ncnc3c2nc2n3CCCCC2)C1 (stereo not given)	-0.7%	1	1%	-1%	5	2%
19	CN(C)c1ccc(/C=C2/C(=O)N(c3ccc([N+](=O)[O-])cc3)N=C2N2CCOCC2)cc1	-0.5%	.	9%	.	.	0%
20	COc1ccc(C2c3ccc4ccccc4c3Oc3ncn4nc(Cc5ccccc5)nc4c32)cc1OC (stereo not given)	-0.7%	0	4%	1%	-6	1%
21	Cc1cc(C)c(NC(=O)Nc2ccccc2C)c(Cl)c1	-0.1%	3	-4%	2%	-9	-1%
22	COc1cccc(N2CCN(C(=O)c3ccc4nc(N5CCC(C)CC5)sc4c3)CC2)c1	3.5%	.	?	.	.	2%
23	C=CCNC(=S)Nc1sc2c(c1C(=O)OCC)CC(C)(CC)OC2 (stereo not given)	-0.7%	3	-4%	-2%	18	1%
24	CCN(CC)S(=O)(=O)c1ccc2c(c1)NC(=O)C1CCCN21 (stereo not given)	-0.2%	-1	1%	4%	27	1%

No.	PKM2 activator	KCNH2 3.1 block	GALK inhibitor	FBPA coupling cs	Eya2 phos inh
13	3%	-8	.	1	3%
14	6%	3	-1%	4	-7%
15	1%	-5	0%	-3	-11%
16	3%	6	-3%	1	-3%
17	0%	5	-1%	-1	-35%
18	.	22	-4%	.	-8%
19	-5%	.	3%	-2	-2%
20	0%	-3	2%	0	1%
21	-1%	3	4%	2	1%
22	2%	.	4%	3	-6%
23	8%	1	-2%	0	1%
24	.	18	.	1	1%

Next section.
No.	structure	B2AR arrestin	Giardia kill	BCR signal inh	uPA surface inh	KCNH2 WT inh	USP2a block
25	O=C(CSc1nnnn1C1CCCCC1)N1CCCC1	0.4%	-2	0%	2%	-2	3%
26	CCN(CC)C(=O)c1ccccc1NC(=O)c1ccccc1	-0.3%	9	1%	-1%	-6	-2%
27	CCOCC(=O)Nc1cc(C(=O)NCCC(C)C)ccc1Cl	-0.1%	.	23%	.	.	0%
28	COc1ccc(-c2[nH]ncc2-c2cnc(C)s2)c(O)c1	0.2%	6	1%	14%	4	2%
29	C/C(N)=C(/C#N)C(=O)COC(=O)C1CSC2(c3ccc(F)cc3)CCC(=O)N12 (stereo not given)	-0.2%	8	-4%	2%	-1	0%
30	Cc1ccccc1NC(=O)C1CCCN1S(=O)(=O)c1ccc2c(c1)n(C)c(=O)c(=O)n2C (stereo not given)	-1.2%	?	4%	4%	-6	1%
31	CC1(C)CC(NC(=O)Cc2ccccc2[N+](=O)[O-])CC(C)(C)N1	-0.3%	-10	0%	5%	4	5%
32	CN(C)CCCn1c(SCC(=O)Nc2nccs2)nnc1-c1ccncc1	?	-12	?	1%	-8	0%
33	Cc1ccc(C(=O)COc2ccc3ccc(=O)oc3c2)cc1	0.1%	3	-4%	6%	3	2%
34	CCNC(=O)NC(=O)COC(=O)c1cccc(S(=O)(=O)N2CC3(C)CC2CC(C)(C)C3)c1 (stereo not given)	0.5%	-28	-9%	-4%	-7	-3%
35	Cc1ccc(S(=O)(=O)N2CCCC(C(=O)NCCCN3CCCCC3C)C2)cc1 (stereo not given)	-3.5%	-20	2%	.	30	-3%
36	COc1cccc(CN2CCC(C(=O)N3CCN(c4ccccc4F)CC3)CC2)c1	-0.4%	4	-2%	1%	12	-1%
37	COc1ccccc1OC1OC2COC(c3ccco3)OC2C(O)C1NC(C)=O (stereo not given)	-0.8%	2	-1%	0%	3	3%
38	CCc1c(C)sc(NC(=O)c2cnn3cccnc23)c1C#N	-0.1%	8	3%	.	-3	-2%

No.	PKM2 activator	KCNH2 3.1 block	GALK inhibitor	FBPA coupling cs	Eya2 phos inh
25	-10%	-4	3%	0	1%
26	11%	-4	10%	7	-6%
27	11%	.	13%	1	0%
28	-1%	0	3%	-4	23%
29	7%	-34	10%	0	1%
30	2%	0	.	1	-6%
31	6%	-3	3%	1	0%
32	.	28	0%	4	12%
33	1%	-16	-2%	0	?
34	.	-40	.	.	-26%
35	-3%	-4	-1%	1	8%
36	-3%	9	.	1	1%
37	2%	20	-4%	2	-3%
38	7%	-11	-3%	4	9%

Given with values under each structure: part of the list above
Under each structure: B2AR arrestin	Giardia kill	BCR signal inh	uPA surface inh	KCNH2 WT inh	USP2a block	PKM2 activator	KCNH2 3.1 block	GALK inhibitor	FBPA coupling cs	Eya2 phos inh
25) O=C(CSc1nnnn1C1CCCCC1)N1CCCC1
  0.4%	-2	0%	2%	-2	3%	-10%	-4	3%	0	1%
26) CCN(CC)C(=O)c1ccccc1NC(=O)c1ccccc1
  -0.3%	9	1%	-1%	-6	-2%	11%	-4	10%	7	-6%
